GLP-1R inv ag: acts as inverse agonist at human GLP-1 receptor. HEK293 GLP-1R CRE-luciferase, luminescence, 24 h; GLP-1R form is constitutively active. Potency, µM (highest dose often 38.3 µM), without a hit: at the top dose activity change, negative = inhibition, actives largely listed as inhibitors. 410,000 compounds, 1.6% hits. AID 624417; note: % is set by controls: 0 for no effect and ±100 for the full control effect; nearly all actives have a fitted effect of over 55% in size
Target sequence (P43220 whole entry, looked up): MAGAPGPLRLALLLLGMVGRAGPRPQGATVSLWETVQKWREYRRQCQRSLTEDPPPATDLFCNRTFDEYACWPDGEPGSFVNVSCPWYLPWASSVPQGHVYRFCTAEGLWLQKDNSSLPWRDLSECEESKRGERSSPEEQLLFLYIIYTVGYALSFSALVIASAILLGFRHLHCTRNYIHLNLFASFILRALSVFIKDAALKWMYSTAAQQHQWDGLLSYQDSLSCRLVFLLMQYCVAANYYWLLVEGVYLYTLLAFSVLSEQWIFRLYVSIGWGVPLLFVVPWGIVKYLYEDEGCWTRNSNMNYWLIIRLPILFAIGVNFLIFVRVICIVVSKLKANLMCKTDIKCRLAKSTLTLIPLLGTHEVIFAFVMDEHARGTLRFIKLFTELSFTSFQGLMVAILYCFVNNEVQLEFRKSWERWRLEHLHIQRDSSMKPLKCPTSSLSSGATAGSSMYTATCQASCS
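Luminescence readout: a drop in cAMP-driven luciferase signal flags inverse agonism at a constitutively active GLP-1R stably expressed in HEK293. Compound exposure lasted 24 hr at 37 deg C, 5% CO2.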
TDP-43 yeast inh: inhibitors of TDP-43 toxicity in yeast. TDP-43 expressing yeast growth rescue, BacTiter-Glo, 24 h. Potency, µM (doses to about 46.1 µM), for the others: top-dose growth rescue (activation), hits mostly activators. 410,000 compounds, 1.8% hits. AID 652104; note: % of control where 0% means no effect; nearly all actives have a fitted effect of over 50% in size
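Yeast cells expressing TDP-43 under galactose induction are exposed to compounds for 24 hr at 30 deg C. BacTiter-Glo luminescence measures growth, so protective compounds score as activators.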
SW480 rereplic: induces DNA re-replication in SW480 colon adenocarcinoma cells. SW480 DNA re-replication, Hoechst DNA content imaging, 48 h. Potency, µM (titrated, usually from 46.1 µM), for inactives: top-dose re-replication activation, most hits filed as activators. 340,000 compounds, 1.8% hits. AID 624297; note: % of control where 0% means no effect; nearly all actives have a fitted effect of over 55% in size
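Quantitative HTS format with DMSO vehicle controls; 48 hr drug incubation at 37 C, then 40 min Hoechst staining and scanning imager measurement at 405 nm excitation.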
HT1080-NT tox: kills 2HG-producing HT-1080-NT fibrosarcoma cells. HT-1080-NT fibrosarcoma viability, CellTiter-Glo ATP luminescence, 48 h. Potency, µM (titrated, usually from 46.1 µM), inactives show at the top dose activity, negative = less viability, hits mostly cytotoxic. 360,000 compounds, 1.6% hits. AID 686970;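 note: NT is the 2HG producing partner of a matched IDH1 knockdown line; 0% = DMSO-treated cells and -100% = media-only wells without cells; nearly all actives have a fitted effect of over 55% in size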
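HT-1080-NT fibrosarcoma cells (2HG-overproducing), 750 cells/well in RPMI with 5% FBS, dosed after 2 h and incubated 48 h at 37C. CellTiter-Glo luminescence normalized to DMSO and no-cell wells; concentration-response curves fitted and classed.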
HT1080 IDH1KD tx: toxicity to HT-1080 IDH1 knockdown cells (counter line). HT-1080 IDH1 knockdown viability, ATP luminescence, 48 h. Potency, µM (top dose mostly 46.1 µM), without a hit: at the top dose activity, negative = toxicity, most hits filed as cytotoxic. 360,000 compounds, 2% hits;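 note: 0% = DMSO wells and -100% = cell-free medium wells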
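Viability of IDH1-knockdown HT-1080 fibrosarcoma cells was assessed by CellTiter-Glo after 48 h at 37 °C with titrated compound; concentration-effect curves were classified by fit quality and response size.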
GLP-1R agonist: activates the human GLP-1 receptor. Potency, µM (series often up to 45.6 µM), without a hit: at the top dose activation, hits mostly activators. P43220. 380,000 compounds, 0.007% hits. AID 624172. HEK293 GLP-1R CRE-luciferase, luminescence, 4-6 h; cells express a hypersensitive GLP-1R form; note: % of control where 0% means no effect
KB-V1 MDR tox: KB-V1 MDR subline cytotoxicity. KB-V1 MDR cells viability, CellTiter-Glo, 72 h. Potency, µM (doses to about 46.1 µM), without a hit: top-dose activity change, negative = cytotoxicity, hits mostly cytotoxic. 400,000 compounds, 3.4% hits. AID 1347076; note: % is set by controls: 0 for no effect and ±100 for the full control effect; nearly all actives have a fitted effect of over 60% in size
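Cytotoxicity via CellTiter-Glo luminescence after 72 h compound exposure at 37 degrees C. Cells: drug-selected KB-V1 line, DMEM phenol-red free plus 10% FBS. Compounds tested at multiple concentrations; normalized data fitted to concentration-effect curves.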
GLP1R cytotox: cytotoxicity in counter-screen for GLP-1R inverse agonists. HEK293 cAMP-luciferase reporter cells, luminescence, 24 h. Potency, µM (titrated, usually from 38.3 µM), without a hit: top-dose activity change, negative = inhibition, usual class: inhibitors. 410,000 compounds, 0.13% hits. AID 624418;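 note: loss of luciferase light is scored as toxicity; % is set by controls: 0 for no effect and ±100 for the full control effect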
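Seeding density was 200 cells/uL; after overnight-length (12 h) culture, 23 nL compounds went on for 24 h at 37 °C. Readout used a luciferase detection reagent, luminescence taken after 12 min at room temperature.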
KB-3-1 tox: KB-3-1 parental cell cytotoxicity; KB-3-1 viability, CellTiter-Glo ATP luminescence, 72 h; Potency, µM (highest dose often 46.1 µM), inactives show at the top dose activity change, negative = cytotoxic, usual class: cytotoxic; 400,000 compounds, 1.4% hits; AID 1347075; note: % is set by controls: 0 for no effect and ±100 for the full control effect; nearly all actives have a fitted effect of over 60% in size
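72 h, 37 °C compound treatment of KB-3-1 parental cells; CellTiter-Glo added, 10 min, luminescence read. Data corrected against DMSO-only plates and normalized before curve fitting.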
The depositor's hits bear a star; u = inconclusive; x = no result given; [ ] = remark or other dose. Calls come from the whole dose curve; as a rule, active = well fitted curve in the direction sought with a large enough effect; inconclusive = small, poorly fitted or top-dose-only effect, or another doubt; inactive = no such curve, though single readings can be large; an effect the other way counts as inactive or inconclusive. Potency is the fitted concentration of half-maximal effect.

SMILES	GLP-1R inv ag	TDP-43 yeast inh	SW480 rereplic	HT1080-NT tox	HT1080 IDH1KD tx	GLP-1R agonist	KB-V1 MDR tox	GLP1R cytotox	KB-3-1 tox
O=C(NC1CS(=O)(=O)CC1NCc1ccccc1)c1ccccc1 (stereo not given)	6.1%	-15.8%	1.7%	6.9%	9.7%	4.7%	19.3%	-3.3%	-1.0%
Cc1c(C(=O)OCC(=O)N(C)C2CCS(=O)(=O)C2)oc2ccc(Br)cc12 (stereo not given)	-3.8%	6.0%	24.2%	6.5%	-0.5%	9.3%	2.7%	-33.7%	-6.1%
CCOC(=O)C1(Cc2ccccc2C)CCCN(C(=O)CCc2c(C)noc2C)C1 (stereo not given)	-11.5%	-5.3%	-1.6%	-3.2%	-0.3%	-2.0%	-25.7%	2.1%	u
Cc1ccc(S(=O)(=O)[N-]c2nc3ccccc3nc2-[n+]2cc(C)cc(C)c2)cc1	13.9%	9.8%	-0.1%	4.3%	0.3%	-3.3%	19.0%	3.3%	3.2%
O=c1c2ccccc2nc(SCc2ccc([N+](=O)[O-])cc2)n1-c1ccc(Cl)cc1	12.5%	20.0%	1.6%	9.1%	17.5%	1.9%	-2.8%	17.4%	-21.7%
COc1ccc(C(=O)n2nc(-c3ccco3)nc2SC)cc1OC	1.0%	u	3.8%	-8.0%	-9.2%	-1.7%	-1.6%	-8.0%	0.2%
O=C(NCCN1CCN(C(=O)c2ccc(F)cc2)CC1)C(=O)NCc1ccccc1	304.1%[activator]	1.9%	-12.0%	13.6%	6.4%	4.9%	-21.1%	50.2%[activator]	14.5%
Cc1ccc2c(=O)cc(C(=O)Nc3sc4c(c3C(=O)NCc3ccccc3)CCCC4)oc2c1C	15.2%	10.8%	x	x	x	x	0.0%	0.6%	1.5%
Cn1c2cc(Br)sc2c2cnn(Cc3ccc(F)cc3F)c(=O)c21	x	x	-54.6%[inhibitor]	x	x	7.9%	-2.8%	x	0.0%
Cc1nnc(NC(=O)CSc2nnc(CNC(=O)c3ccc(F)cc3)o2)s1	9.7%	-6.8%	0.3%	-3.7%	1.1%	-5.5%	2.3%	-7.2%	29.1%
Cc1occc1-c1nnc(SCC(=O)NC2CCCC2)n1C	16.2%	-14.6%	-63.2%[inhibitor]	9.2%	u	1.3%	10.5%	-1.2%	22.9%
O=C1/C(=C/c2cccnc2)CC/C1=C\c1cccnc1	4.7%	-8.6%	5.0%	-21.2%	-9.3%	14.6%	4.9%	-10.2%	u
O=C(O)CSCC(=O)N1CCCN(c2nc3ccc(Cl)cc3s2)CC1	-12.3%	-10.9%	5.9%[9.22 µM]	24.3%	21.8%	0.2%	u	8.6%	0.0%
CCN(CC)S(=O)(=O)c1ccc(-c2csc(C)n2)cc1	-7.8%	7.2%	-24.5%	0.3%	2.5%	18.7%	-24.7%	8.7%	-1.1%
O=C(NCC1CCCO1)c1nc(Cn2ccc([N+](=O)[O-])n2)no1 (stereo not given)	17.1%	-8.3%	-27.0%	14.6%	14.7%	3.1%	0.0%	1.5%	-3.6%
CC(C)C(=O)NC(=O)[C@@H]1CCCN1C(=O)/C=C/c1ccccc1	7.0%	12.2%	-10.8%	2.0%	4.1%	0.2%	12.9%	5.6%	0.0%
COC(=O)c1ccc2nc(-c3cccc(Cl)c3)c(Cc3cccc(Cl)c3)n2c1	4.5%	26.6%	x	5.3%	-1.5%	13.5%	18.6%	-5.1%	4.1%
O=c1[nH]cnc2sc3c(c12)CCC3	17.3%	-16.6%	5.5%	19.9%	1.6%	4.5%	-1.9%	21.1%	u
Nc1ccc(-n2nnnc2CN2CCOCC2)cc1	19.3%	11.6%	-5.6%	13.9%	u	-0.8%	2.2%	-21.3%	0.3%
O=C(NCCN1CCOCC1)c1cc(-c2ccc(Cl)c(Cl)c2)on1	5.6%	-5.3%	28.8%	9.4%	13.1%	7.6%	-18.3%	10.9%	14.6%
Cc1ccc(O)c(-c2cc(C(F)(F)F)[nH]n2)c1	u	17.8µM*	1.1%	14.8%	8.9%	-6.1%	6.8%	-7.2%	-9.7%
CC(=O)Nc1ccc(S(=O)(=O)CCC(=O)O)cc1	6.4%	-15.7%	0.9%	-3.3%	3.8%[9.24 µM]	-0.7%	-1.1%	2.7%	12.1%
Cc1ccc(N2CC(C(=O)Nc3ccncc3)CC2=O)cc1 (stereo not given)	0.0%	-5.9%	-0.9%	7.3%	0.3%	0.4%	-6.1%	1.5%	-4.6%
COC(=O)CSc1nc(N)c(C#N)c(C(C)C)c1C#N	13.0%	19.6%	-2.5%	8.2%	14.1%	12.1%	0.4%	-11.8%	-7.1%
Cc1ccc(-c2cn3nc(N4CCCC(C(=O)NCc5ccc(F)cc5)C4)sc3n2)cc1 (stereo not given)	-9.8%	-5.0%	x	x	x	x	-6.4%	-3.7%	-27.4%
SMILES	GLP-1R inv ag	TDP-43 yeast inh	SW480 rereplic	HT1080-NT tox	HT1080 IDH1KD tx	GLP-1R agonist	KB-V1 MDR tox	GLP1R cytotox	KB-3-1 tox
NC(=O)C1CC(=O)N(c2ccc(OCc3ccc(F)cc3)cc2)C1 (stereo not given)	17.2%	-5.8%	8.4%	7.8%	0.9%	8.3%	12.8%	-9.9%	-8.7%
Cc1nc2nncn2c(Nc2ccc(F)cc2)c1C	-7.0%	24.7%	x	x	x	x	-2.7%	-5.6%	0.0%
OCCNc1nc(Nc2ccc(O)cc2)nc2ccccc12	-2.4%	20.8%	10.6%	13.5%	5.2%	-1.2%	-8.5%	-1.4%	20.6%
COc1ccc(Cc2nc(-c3ccc(Cl)cc3)no2)cc1	-21.0%	-0.8%	-2.2%	19.9%	6.9%	-4.0%	-1.3%	12.4%	5.5%
CC1OC(CCc2cccc(Cl)c2)Cc2[nH]c(=S)[nH]c(=O)c21 (stereo not given)	-11.0%	-5.0%	x	-14.4%	-5.4%	9.0%	u	-2.8%	-15.8%
Cc1ccc(-c2cnn(-c3ccccc3)c2N)cc1	u	-2.2%	-0.5%	-21.9%	-22.0%	-1.0%	-5.9%	23.9%	-21.4%
CN(c1ccccc1)S(=O)(=O)c1ccc(NC(=O)C2CCCCC2C(=O)O)cc1 (stereo not given)	7.1%	3.4%	-4.7%	-3.5%	1.0%	0.2%	0.0%	1.4%	-0.2%
CN(CCCNC(=O)CSc1cc(=O)n(C)c2cc(Cl)ccc12)Cc1ccccc1	7.94µM*	-15.8%	u	u	20.6µM*	21.2%	0.0%	-16.2%	16.3%
O=C(NCc1ccccc1)c1cc(=O)[nH]c2ccccc12	0.0%	-15.5%	-2.5%	1.4%	-5.2%	-1.3%	-27.5%	5.7%	11.5%
CN(C)c1nc(N(C)C)nc(N(C#N)CCOc2ccccc2)n1	u	-1.6%	-0.4%	1.7%	1.5%	10.1%	u	1.4%	-19.4%
NC(COCc1ccccc1)c1csc(Nc2cc(NCCCO)ncn2)n1 (stereo not given)	26.4%	28.3%	x	7.3%	2.7%	19.1%	6.3%	-15.2%	0.0%
COC(=O)c1ccc(NC(=O)C2C3C=CC(C3)C2C(=O)O)cc1 (stereo not given)	-0.5%	-10.2%	-8.8%	u	-13.7%	-2.8%	11.0%	-0.7%	0.8%
Cc1c(N(C)C(=O)C2CCCN2S(=O)(=O)c2ccccc2)c(=O)n(-c2ccccc2)n1C (stereo not given)	9.3%	-22.6%	-0.3%	-1.8%	6.5%	-3.5%	-0.5%	4.8%	1.8%
CCc1ccc(NC2=NCC(=O)N2Cc2ccc3c(c2)OCO3)cc1	u	-14.3%	6.9%	-24.4%	-6.5%	4.3%	0.0%	-18.1%	0.0%
Cc1cc(NC(=O)/C=C/c2ccc(Br)cc2)no1	0.4%	u	10.3µM*	0.9%	-8.1%	-2.0%	u	1.3%	-7.5%
CSCCC(NC(=O)c1ccccc1Br)C(=O)NCCCn1nc(C)cc1C (stereo not given)	-30.4%	-17.5%	-95.3%[inhibitor]	-7.8%	-0.2%	13.6%	-0.9%	-3.9%	-3.6%
Cc1cc(NC(=O)c2ccco2)c(=O)n(Cc2cccc(C(F)(F)F)c2)c1	u	-3.3%	-7.7%	-0.7%	-13.1%	13.4%	-29.1%	-9.5%	4.6%
O=C1C=CC2(O[C@H](c3ccccc3)[C@@H](c3ccccc3)O2)[C@H](Sc2ccccc2O)C1	u	u	u	4.61µM*	3.26µM*	-5.4%	u	4.47µM*	3.26µM*
CCS(=O)(=O)N1Cc2ccccc2CC1C(=O)Nc1cccc(S(=O)(=O)N(C)C)c1 (stereo not given)	13.4%	8.6%	-12.7%	-1.8%	-1.3%	15.4%	4.2%	-1.4%	-1.9%
COC(=O)[C@H](CCSC)NC(=O)c1cc2c(cn1)[nH]c1ccccc12	-17.0%	-94.0%[inhibitor]	2.9%	6.4%	15.6%	9.0%	16.3%	3.5%	15.0%
Cc1cc(C)n(CC(=O)O)n1	5.7%	-7.0%	-8.7%	0.9%	-4.6%	3.0%	20.5%	-0.5%	-2.2%
Cc1cc(N2CCN(C3CCCCC3)CC2)nc2cccc(O)c12	-29.7%	-0.8%	-6.6%	-2.2%	-2.0%	6.2%	18.0%	-7.0%	-11.0%

Screens as filed in PubChem BioAssay.
